# FXIIa inh: factor XIIa (human) inhibition; P00748; purified FXIIa, Boc-QGR-AMC fluorogenic substrate, 2 h; inhibition, % at 5 µM; 220,000 tested, 0.3% active; in the data active = inhibition above about 40%;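 also: 0% = enzyme with no compound and 100% = blank without enzyme; many of its hits are not listed in these tables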
# Thrombin inh: inhibitors of human thrombin. P00734. alpha-thrombin, Boc-VPR-AMC fluorogenic substrate cleavage. inhibition, % at 5 µM. 220,000 tested, 0.26% active;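 active = inhibition at or above 40%; inactive = inhibition below 40%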;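 also: 0% = enzyme with no compound and 100% = wells without enzyme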
#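 signal = AMC fluorescence, 355/460 nm | material = human alpha-thrombin enzyme | control set = enzyme without compound as high, wells lacking enzyme as low | times = reaction at room temperature | read-out basis = percent inhibition scaled between no-compound controls and no-enzyme blanks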
# FXIa inh 1536: blocks human coagulation factor XIa protease activity. P03951. purified FXIa, Boc-Glu-Ala-Arg-AMC fluorogenic substrate. inhibition, % at 5 µM. 220,000 tested, 0.14% active;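 active = inhibition of at least 40%; inactive = inhibition below 40%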;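 also: fluorescence of freed AMC excited at 355 nm; 0% = enzyme without compound and 100% = no enzyme blank; many of its hits are not listed in these tables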
# Hck-Nef inh: blocks Nef-activated human Hck kinase; Recombinant Hck-YEEI plus Nef, Z-Lyte FRET kinase assay; inhibition, % at 20 µM; 220,000 tested, 0.68% active; AID 463187;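 active = Hck-Nef kinase inhibition above about 50%, limit read from the data; inactive = inhibition below that limit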;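 also: 0% = DMSO with Hck plus Nef and 100% = Hck alone without Nef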
# hK5 inh: kallikrein 5 (human) inhibition; recombinant hK5, fluorogenic AMC substrate cleavage; 210,000 tested, 0.59% active; inhibition, % at 5 µM; AID 873;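 active = inhibition of 40% or more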;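 also: 0% = enzyme controls without compound and 100% = no-enzyme blanks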
# Runt-CBFb FRET: blocks binding of human RUNX1 Runt domain to CBFb; Q01196+Q13951; Cerulean-Runt/Venus-CBFb FRET ratio 530/480, 1 h; inhibition, % at 20 µM; 220,000 tested, 0.46% active;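 active = inhibition over about 50% at 20 µM in the single-dose screen, limit read from the data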;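 also: 0% = DMSO wells and 100% = excess unlabeled CBFb competitor control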
#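 Assay system: Cerulean-Runt domain fusion protein, energy donor; Signal: fluorescence energy transfer, 422 nm excitation, 530/480 nm emission; Timing: 1 h compound exposure, room temperature; Control set: unlabeled CBFb; Medium: Tris buffer pH 7.5 with salts and BSA; Compound: single test concentration of 20 µM, 1% DMSO final; Probe or stimulus: Venus-CBFb 100 nM.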
# Wee1 stabilizer: inhibitors of human Wee1 degradation; HeLa Luc-Wee1K328M stability, luciferase luminescence; 100% = proteasome inhibitor MG132 effect; reporter increase, % at 5 µM; 220,000 tested, 1.2% active; AID 1321;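 active = activation above the mean of all tested compounds plus 3 SD, set per screening run, cut at about 8.8% in these data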;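 also: cells exposed to compound for 20 h before luminescence read; 0% = DMSO alone and 100% = MG132 at 30 µM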
# Target sequence (P30291 whole entry K328M): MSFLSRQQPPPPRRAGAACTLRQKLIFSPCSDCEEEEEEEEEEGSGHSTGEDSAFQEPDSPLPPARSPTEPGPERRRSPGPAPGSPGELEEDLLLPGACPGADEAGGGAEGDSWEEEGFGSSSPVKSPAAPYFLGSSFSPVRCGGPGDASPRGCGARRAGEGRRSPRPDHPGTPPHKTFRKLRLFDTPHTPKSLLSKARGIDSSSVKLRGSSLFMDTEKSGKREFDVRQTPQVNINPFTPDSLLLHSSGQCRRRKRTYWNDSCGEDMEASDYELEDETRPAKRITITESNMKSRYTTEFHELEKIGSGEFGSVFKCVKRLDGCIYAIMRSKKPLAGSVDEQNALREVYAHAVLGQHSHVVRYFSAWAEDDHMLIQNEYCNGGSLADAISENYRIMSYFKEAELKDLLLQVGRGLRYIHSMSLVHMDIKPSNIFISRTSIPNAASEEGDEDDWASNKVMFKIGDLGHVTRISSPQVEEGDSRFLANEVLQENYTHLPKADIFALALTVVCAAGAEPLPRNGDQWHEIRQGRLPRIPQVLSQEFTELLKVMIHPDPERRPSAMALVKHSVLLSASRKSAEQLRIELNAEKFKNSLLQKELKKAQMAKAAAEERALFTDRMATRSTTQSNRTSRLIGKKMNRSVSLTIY
# Runt-SMMHC FRET: blocks binding of human RUNX1 Runt domain to CBFb-SMMHC; Q01196+Q13951; Cerulean-Runt/Venus-CBFb-SMMHC FRET ratio 530/480, 1 h; inhibition, % at 20 µM; 220,000 tested, 0.74% active; AID 1434;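 active = mean inhibition across duplicate retests at 20 µM reaching about 50%, limit read from the data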;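 also: 0% = DMSO wells and 100% = wells with excess untagged CBFb-SMMHC; inhibitors lower the FRET ratio by blocking Runt binding to CBFb-SMMHC; some results filed as inactive read as strong as hits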
# 14-3-3 Bad PPI: disrupts binding of bovine 14-3-3 zeta to phospho-Bad peptide. 220,000 tested, 0.71% active. inhibition, % at 21.7 µM. TR-FRET 14-3-3zeta/Dy647-pBad peptide displacement, 1 h. P63103;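 active = inhibition above about 70%, limit read from the data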;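 also: 0% = full 14-3-3 plus peptide FRET controls and 100% = background without 14-3-3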
# Target sequence (P63103 whole entry, looked up): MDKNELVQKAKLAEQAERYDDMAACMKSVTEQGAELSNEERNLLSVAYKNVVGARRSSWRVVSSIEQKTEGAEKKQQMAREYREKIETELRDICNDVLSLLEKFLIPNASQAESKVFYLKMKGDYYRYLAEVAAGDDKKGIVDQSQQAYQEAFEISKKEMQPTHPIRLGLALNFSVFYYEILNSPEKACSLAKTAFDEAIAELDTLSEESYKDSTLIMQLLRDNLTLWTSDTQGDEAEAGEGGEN
# Starred values were filed as active, the others as inactive; . = no result given; [ ] = dose if it differs, or a comment.
# Below each SMILES: FXIIa inh	Thrombin inh	FXIa inh 1536	Hck-Nef inh	hK5 inh	Runt-CBFb FRET	Wee1 stabilizer	Runt-SMMHC FRET	14-3-3 Bad PPI
COc1ccc(CN2CCN(C(=O)c3ccco3)CC2)cc1
→ 10	-2	-8	0	-15	-2	-3	-4	-7
Cc1cc(=O)c(C(=O)O)cn1Nc1ccc(F)cc1
→ 26	-2	9	0	0	2	1	-2	1
Cc1onc(-c2c(Cl)cccc2Cl)c1C(=O)Nn1cnnc1
→ -4	-7	-3	-1	2	0	2	2	10
CO/N=C/C(C#N)=C/c1cc(C(=O)c2ccc(F)cc2)cn1C
→ 5	-8	4	19	2	-13	3	-6	-3
CN=C(C)C1=C(O)C(C(=O)OC)C(C)(C)CC1=O (centres undefined)
→ 10	-5	-4	0	-25	2	1	1	-3
O=C(NCc1cccs1)c1cc(S(=O)(=O)N2CCCCC2)ccc1Cl
→ -3	-4	-6	3	-16	-3	-2	1	-2
Cc1ccc(C(=O)Nc2cccnc2Oc2ccc(Cl)cc2)cc1
→ 2	-5	1	11	-2	-1	-2	-7	2
CCCC(=NCC(=O)O)C1=C(O)C(C(=O)OC)C(C)(C)CC1=O (centres undefined)
→ 13	1	-2	-3	-1	0	-2	-1	-5
COc1ccc(C(=O)NCc2ccc3c(c2)CCO3)cc1
→ 4	-1	3	12	0	1	2	-5	4
CCOC(=O)N1CCN(C(=O)CN2C(=O)COc3ccc(C)cc32)CC1
→ -4	-4	-2	1	3	30	-1	1	-3
COCc1ccc2oc(C(=O)O)cc2c1
→ 16	1	-2	0	5	1	-2	-3	3
Cc1ccn2c(C(=O)N/N=C\c3ccc4c(c3)OCO4)c(C)nc2c1
→ 15	3	6	3	0	0	-1	-1	-15
O=C(C1=C(O)C(=O)N(CCN2CCOCC2)C1c1ccncc1)c1ccco1 (centres undefined)
→ 10	1	2	3	17	-2	0	-6	15
COCCN(C(=O)Cc1cccs1)C(C(=O)NCc1ccc(OC)cc1)c1ccc(C)cc1 (centres undefined)
→ 3	1	-9	0	-43	-3	0	0	1
C/C(=N\NC(=O)c1ccc(OC2OCCOC2Oc2ccc(C(=O)N/N=C(\C)c3ccncc3)cc2)cc1)c1ccncc1 (centres undefined)
→ 18	3	6	61*	0	-3	-1	0	-25

# Ordered by number of heavy atoms (highest first): 7 of the compounds above.
# Below each SMILES: FXIIa inh	Thrombin inh	FXIa inh 1536	Hck-Nef inh	hK5 inh	Runt-CBFb FRET	Wee1 stabilizer	Runt-SMMHC FRET	14-3-3 Bad PPI
C/C(=N\NC(=O)c1ccc(OC2OCCOC2Oc2ccc(C(=O)N/N=C(\C)c3ccncc3)cc2)cc1)c1ccncc1 (centres undefined)
→ 18	3	6	61*	0	-3	-1	0	-25
COCCN(C(=O)Cc1cccs1)C(C(=O)NCc1ccc(OC)cc1)c1ccc(C)cc1 (centres undefined)
→ 3	1	-9	0	-43	-3	0	0	1
O=C(C1=C(O)C(=O)N(CCN2CCOCC2)C1c1ccncc1)c1ccco1 (centres undefined)
→ 10	1	2	3	17	-2	0	-6	15
Cc1ccn2c(C(=O)N/N=C\c3ccc4c(c3)OCO4)c(C)nc2c1
→ 15	3	6	3	0	0	-1	-1	-15
CO/N=C/C(C#N)=C/c1cc(C(=O)c2ccc(F)cc2)cn1C
→ 5	-8	4	19	2	-13	3	-6	-3
Cc1cc(=O)c(C(=O)O)cn1Nc1ccc(F)cc1
→ 26	-2	9	0	0	2	1	-2	1
CN=C(C)C1=C(O)C(C(=O)OC)C(C)(C)CC1=O (centres undefined)
→ 10	-5	-4	0	-25	2	1	1	-3

# (cont.)
# Below each SMILES: FXIIa inh	Thrombin inh	FXIa inh 1536	Hck-Nef inh	hK5 inh	Runt-CBFb FRET	Wee1 stabilizer	Runt-SMMHC FRET	14-3-3 Bad PPI
Cc1nnsc1Sc1ccccc1C(=O)O
→ 6	-4	-11	23	-1	2	-1	-3	-11
COCC(=O)NC1CCN(CC(=O)Nc2ccccc2[N+](=O)[O-])CC1
→ 2	-2	-2	20	-4	0	0	-2	-7
CS(=O)(=O)c1ccc(Sc2nc3ccccc3[nH]2)c([N+](=O)[O-])c1
→ 16	-1	-2	1	9	-1	2	-5	-4
COCCN1C=C(C(=O)OC)C(c2ccc3c(c2)OCO3)C(C(=O)OC)=C1
→ 7	3	-4	33	1	9	7	24	-3[fluorescence artefact?]
CC(=O)Nc1sc(C)c(C)c1C(=O)OC1CCOC1=O (centres undefined)
→ 13	0	1	0	-13	-2	-1	-1	7
COc1ccc(N2CCN(C(=O)CCc3ccc(S(=O)(=O)NC(C)(C)C)cc3)CC2)cc1
→ 10	-3	2	21	3	3	5	-2	1
O=C(COc1ncnc2sccc12)N1CCN(S(=O)(=O)c2ccc(Cl)cc2)CC1
→ 7	-10	-5	0	-10	-1	-2	-4	5[fluorescence artefact?]
O=C(N/N=C/c1cnc2ccccc2n1)c1cccc(F)c1
→ 5	-8	2	0	-9	-2	4	5	2
O=C(Nc1cccc2ccccc12)c1ccc([N+](=O)[O-])s1
→ 6	3	1	-4	-8	0	2	5	-1[fluorescence artefact?]
O=c1c2ccccc2nnn1CSc1nnc(-c2ccco2)o1
→ 6	1	4	-3	-12	1	2	-2	-5
C/C(=N\NC(=O)COc1ccccc1-c1ccccc1)c1cccnc1
→ 7	-2	14	27	-1	-3	-3	-1	-11
O=[N+]([O-])c1ccc(-c2csc(N3CCc4ccccc4C3)n2)cc1
→ 9	-4	7	0	-12	-3	3	-31	-2
O=C(Cc1ccccc1)N/N=C/c1ccc([N+](=O)[O-])s1
→ 12	-2	3	-1	14	1	-1	-2	4
CCOc1ncccc1C(=O)NCCN1C(=O)S/C(=C/c2cccs2)C1=O
→ 20	2	12	7	-8	-1	-1	0	2[fluorescence artefact?]
CC1=C(C(=O)NCc2ccccc2)C(c2cc(Br)cc(Br)c2OC(C)C)NC(=O)N1 (centres undefined)
→ 14	3	8	0	-9	-6	-1	-1	0
Cc1cc(C)cc(NC(=O)CSCc2cnn(-c3ccccc3)c2-n2cccc2)c1
→ 18	-1	6	-3	3	0	-1	-8	-1
CC(C)N1C(=S)SC(C)(C)C1NO (centres undefined)
→ 11	-2	17	3	3	-1	-3	0	2
COc1ccccc1N1CCN(C2CCCC(C)C2)CC1 (centres undefined)
→ 11	-2	3	-2	5	2	1	3	31[fluorescence artefact?]
CCc1cc2c(CN3CCN(CCO)CC3)cc(=O)oc2cc1O
→ -19	-8	-20	32	-31	70*	1	62*	-9
CC(=O)N=c1n(C)c2ccccc2n1CCOc1ccccc1
→ 7	-2	19	5	-15	-3	3	4	-9[fluorescence artefact?]
Cc1ccc(SC/C(O)=C(\C#N)c2nc3ccccc3n2C)cc1
→ -9	-5	-4	1	-2	10	-1	25	4
Cc1cc(N)ccc1-n1c(C)ccc1C
→ 3	4	3	-1	-2	0	-3	-5	-7
O=c1cnnc(Nc2cccc(F)c2)[nH]1
→ 9	-2	0	20	1	0	-3	1	-18
CC(C)CN1C(=O)C(=O)N(CC(=O)N2CCC(Cc3ccccc3)CC2)C1=O
→ 5	-26	-4	17	-5	-2	-1	0	-1
Cc1ccc2cc(CN(CC3CCCO3)C(=S)NCc3ccco3)c(=O)[nH]c2c1C (centres undefined)
→ 0	-4	3	-1	-5	25	0	13	-7
Cc1[nH]c2ccccc2c1C(=O)CN1C(=O)C(=O)N(C2CCCC2)C1=O
→ 10	-6	-2	17	9	-2	1	-2	-7
Cc1cc2nc(-c3ccc(SCc4ccc(C#N)cc4)nc3)[nH]c2cc1C
→ 26	2	20	1	-11	.	-1	-2	-5
CCCCCCN(C(=O)CCCCCN1C(=O)NC(c2ccc(-c3ccccc3)cc2)C(C(=O)OCc2ccccc2)=C1C)C(C(=O)NCCCC)c1ccc(-c2ccccc2)cc1 (centres undefined)
→ 4	-5	-2	16	-1	3	.	3	1
COc1ccccc1CNC(=O)COC(=O)c1ccc(Cl)c(N)c1
→ 4	-14	-4	23	0	0	0	1	-7
O=C(C1Cc2ccccc2CN1S(=O)(=O)c1ccc(F)cc1)N1CCOCC1 (centres undefined)
→ 3	-1	-15	0	-19	-1	0	-1	-6
O=C(COc1ccccc1)Nc1ccc2c(c1)C(=O)N(CC1CCCO1)C2=O (centres undefined)
→ -5	-2	-3	-10	-19	0	-1	2	-7
Cc1cc(C)c2cc(C#N)c(NCCCNC(=O)CCC(=O)O)nc2c1
→ 11	-7	0	13	10	4	-1	41	0
COc1ccc2[nH]cc(CC(=O)O)c2c1
→ 15	0	9	-6	-2	1	0	-1	-10
CCN1c2ccccc2NC2C1C(C(C)=O)C(=O)N2c1ccc(Cl)cc1 (centres undefined)
→ 11	2	-1	-1	-30	7	-2	8	-11
COc1ccc2[nH]c(=O)c(CN(CC3CCCO3)C(=O)Nc3ccccc3OC)cc2c1 (centres undefined)
→ 4	0	-4	-2	3	-1	1	2	0[fluorescence artefact?]
O=c1cc(CN2CCC(Cc3ccccc3)CC2)nc2sccn12
→ 3	2	-4	-2	-5	0	5	-2	-21
CCOC(=O)Cn1nc(C)n(-c2ccc(C(C)C)cc2)c1=O
→ 15	4	4	2	10	-2	-3	0	-4
CCn1c(C(=O)N2CCC(C(=O)NCc3ccc4c(c3)OCO4)CC2)cc2sccc21
→ 9	-5	-5	0	-4	0	0	1	1
COc1cc(/C=N/n2cnnc2)ccc1OS(=O)(=O)c1ccccc1[N+](=O)[O-]
→ -2	-7	-10	-3	6	0	2	1	11[fluorescence artefact?]
CC(C)CN(CCNC(=O)CN1C(=O)CSc2ccc(S(=O)(=O)N3CCOCC3)cc21)CC(C)C
→ 9	3	-4	24	-4	-2	0	-1	-9
N/C(=N\OC(=O)C1CCCCC1)c1ccccn1
→ -5	-6	-2	0	0	0	2	-2	6[fluorescence artefact?]
O=C(O)CCCCCN1C(=O)/C(=C\c2cn(-c3ccccc3)nc2-c2cccs2)SC1=S
→ 11	1	7	30	7	0	1	-25	64
Cc1ccsc1/C=N/NC(=O)c1ccc2nc[nH]c2c1
→ 12	-2	5	12	-2	-8	2	-4	6

# Screening results from PubChem BioAssay.

# Hits appear at their usual frequency; about 4.2% have a hit in one of these screens.
